ST2 inh = inhibitors of human ST2 (IL1RL1) binding to IL-33; Q01638; hit rate 2.3% among 78,000; AlphaLISA ST2-Fc/biotin-IL-33 interaction, 1 h; inhibition, % for hits at 17 µM; in the data active means inhibition above about 30%; inconclusive means mostly about 10% to 28%
Target sequence (Q01638 whole entry, looked up): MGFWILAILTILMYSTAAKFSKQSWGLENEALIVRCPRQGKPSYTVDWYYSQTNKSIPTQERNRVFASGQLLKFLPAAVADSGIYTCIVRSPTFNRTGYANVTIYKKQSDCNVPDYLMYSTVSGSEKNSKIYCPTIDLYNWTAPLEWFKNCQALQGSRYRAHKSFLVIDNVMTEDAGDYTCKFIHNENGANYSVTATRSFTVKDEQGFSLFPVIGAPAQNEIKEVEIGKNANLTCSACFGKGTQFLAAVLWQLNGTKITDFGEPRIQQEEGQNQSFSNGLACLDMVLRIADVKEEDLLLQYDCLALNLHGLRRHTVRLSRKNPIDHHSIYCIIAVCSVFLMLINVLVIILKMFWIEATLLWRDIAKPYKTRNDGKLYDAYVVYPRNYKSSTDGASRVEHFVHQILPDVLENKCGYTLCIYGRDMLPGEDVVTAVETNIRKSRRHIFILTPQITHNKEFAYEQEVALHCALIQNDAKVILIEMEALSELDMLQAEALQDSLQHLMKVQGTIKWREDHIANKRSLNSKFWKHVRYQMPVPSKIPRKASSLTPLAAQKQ
Numbers without * were called inactive; i = inactive; ? = inconclusive.

SMILES	ST2 inh
Cc1cc([N+](=O)[O-])nn1CC(=O)Nc1ccc(Cl)cc1C(=O)c1ccccc1	i
COc1ccc(C(=O)NC[C@H]2C[C@@H]3CCN2C[C@@H]3c2cc(C3CCCCC3)nn2C)cc1	i
Cc1ccc(S(=O)(=O)NC[C@H]2C[C@@H]3CCN2C[C@@H]3CN(C)CCc2ccccn2)cc1	?
CCCN1CCC[C@@H](c2cccc(C#N)c2)C1	i
O=C(c1ccccc1)N1C[C@@H]2C[C@H](C1)c1ccc(-c3ccc(Cl)cc3)c(=O)n1C2	i
CC(=O)NCCNC(=O)[C@H]1CN2CCC1C[C@@H]2Cn1cc(-c2cccc(N)c2)nn1 (stereo not given in full)	i
CC(C)NC(=O)NC[C@H]1C[C@@H]2CCN1C[C@@H]2c1cc(-c2ccc3ccccc3c2)nn1C	i
Oc1cc(Cl)c(Cl)cc1O	i

The last 2 entries of the part above open the next one:
SMILES	ST2 inh
CC(C)NC(=O)NC[C@H]1C[C@@H]2CCN1C[C@@H]2c1cc(-c2ccc3ccccc3c2)nn1C	i
Oc1cc(Cl)c(Cl)cc1O	i
C=CCN1C(=O)NC(=O)/C(=C/c2cc(Br)c(OCC(=O)O)c(OC)c2)C1=O	i
O=C(NC[C@H]1C[C@@H]2CCN1C[C@@H]2CN1CCSCC1)c1ccc2c(c1)OCO2	i
CC(C)(C)NCC(O)c1ccccc1Cl (stereo not given)	i
CCC1CN(C)CCC1(O)c1ccccc1 (stereo not given)	i
CCOC(=O)Cc1csc(NC(=O)c2cccn(Cc3cc(C)ccc3C)c2=O)n1	?
O=C(Nc1ccc(=O)n2c1[C@@H]1C[C@@H](CN(C(=O)Nc3ccc(F)cc3)C1)C2)c1ccco1	i
NCCc1ccc(S(=O)(=O)F)cc1	i
O=c1c(-c2ccc(OC(F)(F)F)cc2)ccc2n1C[C@H]1C[C@@H]2CN(Cc2cccs2)C1	i

Sorted by number of heavy atoms (high to low): some entries from above
SMILES	ST2 inh
CCOC(=O)Cc1csc(NC(=O)c2cccn(Cc3cc(C)ccc3C)c2=O)n1	?
O=C(NC[C@H]1C[C@@H]2CCN1C[C@@H]2CN1CCSCC1)c1ccc2c(c1)OCO2	i
NCCc1ccc(S(=O)(=O)F)cc1	i

(further entries)
SMILES	ST2 inh
COc1ccccc1N1CCN(Cc2cc(F)ccc2F)CC1	i
COc1ccc(-c2cc([C@H]3CN4CC[C@H]3C[C@@H]4CNC(=O)Nc3ccccc3)n(C)n2)cc1OC	i
CN(CCc1ccccn1)C[C@H]1CN2CC[C@H]1C[C@@H]2CNS(=O)(=O)c1ccccc1	?
COc1ccccc1-c1cc([C@H]2CN3CC[C@H]2C[C@@H]3CNC(=O)NC(C)C)n(C)n1	i
C[C@H](N)CN1CCc2ccc(Br)cc21	?
NC(=O)c1ccc(NC(=O)c2cccn(Cc3ccccc3F)c2=O)cc1	i
O=C(NCc1ccccc1)[C@H]1CN2CC[C@H]1C[C@@H]2Cn1cc(CO)nn1	i
CCCN1CCC[C@@H]2Cc3[nH]ncc3C[C@H]21	i
CCc1ccccc1NC(=O)CN1C(=O)C(C)N=C(c2ccccc2)c2ccccc21 (stereo not given)	i
CNc1ccnc(NCCC23CCCN2CCC3)n1	i
CC(C)NC(=O)OC[C@H]1C[C@@H]2CCN1C[C@@H]2c1cc(C2CCCC2)nc(-c2ccncc2)n1	?
CCOCCCn1c(=N)c(C#N)cc2c(=O)n3ccccc3nc21	i
CN1CCN(Cc2ccc(Cl)c(Cl)c2)CC1	i
O=C(C1CCC(=O)N1Cc1ccc(F)cc1)N1CCC2(CC1)OCCO2 (stereo not given)	i
O=C(Nc1ccc(Cl)cc1)N1C[C@@H]2C[C@H](C1)c1c(-c3ccccc3F)ccc(=O)n1C2	?
COc1ccc(CCNCc2c[nH]c3ccccc23)cc1OC	i
CC12CN3CC(C)(CN(C1)C31CCSCC1)C2=O	?
CN(Cc1ccccc1)Cc1cn(C[C@H]2CC3CCN2C[C@@H]3C(=O)NC2CC2)nn1 (stereo not given in full)	?
COCC(=O)NC[C@H]1C[C@@H]2CCN1C[C@@H]2CN1CCN(c2ccccc2OC)CC1	i
COCCC(=O)N1C[C@@H]2C[C@H](C1)c1ccc(NC(=O)c3ccc(C#N)cc3)c(=O)n1C2	35%*
CN(C)C=NC(=O)CN1CCCC1=O	i
O=C(NC1CC1)[C@H]1CN2CC[C@H]1C[C@@H]2Cn1cc(COc2ccccc2)nn1	i
O=C1NC(c2cccnc2)Nc2sc3c(c21)CCCC3 (stereo not given)	i
CC(C)NC(=O)OC[C@H]1C[C@@H]2CCN1C[C@@H]2c1cc(C2CCCCC2)nn1C	i
O=C(NC[C@H]1C[C@@H]2CCN1C[C@@H]2CN1CCC(Cc2ccccc2)CC1)c1ccco1	i
O=C(C1CC1)N1C[C@@H]2C[C@H](C1)c1c(-c3ccc(OC(F)(F)F)cc3)ccc(=O)n1C2	i
Nc1c(C(=O)Nc2ccccc2)sc2nc3c(cc12)N1CCC3CC1	i
Cn1c(SCc2nc3ccccc3c(=O)n2-c2ccccc2)nc2ccccc21	i
Cn1nc(-c2ccccc2)cc1[C@H]1CN2CC[C@H]1C[C@@H]2CNC(=O)NCc1ccccc1	i
O=[N+]([O-])c1ccc(CN2CCN(c3ccc(F)cc3)CC2)cc1	?
Cc1c(C(=O)N(C)Cc2ccccc2)oc2ccc(S(=O)(=O)N3CC(C)CC(C)C3)cc12 (stereo not given)	i
Fc1ccccc1N1CCN(Cc2ccccc2)CC1	i

Random excerpt: 4 entries already listed
SMILES	ST2 inh
O=[N+]([O-])c1ccc(CN2CCN(c3ccc(F)cc3)CC2)cc1	?
Fc1ccccc1N1CCN(Cc2ccccc2)CC1	i
O=C(C1CC1)N1C[C@@H]2C[C@H](C1)c1c(-c3ccc(OC(F)(F)F)cc3)ccc(=O)n1C2	i
Nc1c(C(=O)Nc2ccccc2)sc2nc3c(cc12)N1CCC3CC1	i

More structures.
SMILES	ST2 inh
Cc1ccccc1N1CCN(Cc2cccc([N+](=O)[O-])c2)CC1	?
Clc1ccc(C(c2ccc(Cl)cc2)n2cc[n+](CC(OCc3ccc(Cl)cc3Cl)c3ccc(Cl)cc3Cl)c2)cc1 (stereo not given)	?
Cc1ccccc1C(=O)NC(Oc1ccccc1[N+](=O)[O-])C(Cl)(Cl)Cl (stereo not given)	i
Cc1ccccc1N1C(=O)CC(=O)NC1=O	i
CN1CCN(C(=O)Cc2c(C(=O)O)[nH]c3ccccc23)CC1	i
NCC#Cc1ccccc1	i
CCN1CCN(Cc2ccc([N+](=O)[O-])cc2)CC1	i
c1cncc(-n2cccc2CN2CCCN3CCC[C@H]3C2)c1	i

The final 3 compounds of the part above lead into the next.
SMILES	ST2 inh
NCC#Cc1ccccc1	i
CCN1CCN(Cc2ccc([N+](=O)[O-])cc2)CC1	i
c1cncc(-n2cccc2CN2CCCN3CCC[C@H]3C2)c1	i
CCCn1cc(CN2C[C@H](c3ccccc3)[C@@H]3[C@H]2C2CCN3CC2)c(C)n1	i
O=C(c1ccccc1)N1C[C@@H]2C[C@H](C1)c1ccc(-c3cccc(C(F)(F)F)c3)c(=O)n1C2	i
Cn1nc(C2CCCCC2)cc1[C@H]1CN2CC[C@H]1C[C@@H]2CNC(=S)Nc1cccc(C#N)c1	i
COc1ccccc1-c1cc([C@H]2CN3CC[C@H]2C[C@@H]3CNC(=O)c2ccc3c(c2)OCO3)n(C)n1	i
Cc1ccnc(CC(C)N(C)Cc2ccc3c(C)cc(=O)oc3c2)c1 (stereo not given)	?
Cc1ccccc1CN1CCN(c2ccccc2Cl)CC1	?
COc1cc(Cl)cc(C2NCCc3[nH]cnc32)c1OC (stereo not given)	i
O=C(NC1CCCCC1)N1C[C@@H]2C[C@H](C1)c1ccc(-c3cncnc3)c(=O)n1C2	i
COc1ccc(/C=C/[N+](=O)[O-])cc1	?
COc1cc(CN2CCN(c3ccc(F)cc3)CC2)cc(Br)c1O	?
CCOC(=O)C1C2NC(=O)N(c3cccc(C)c3)C1(C)Oc1c(OC)cccc12 (stereo not given)	i
C[C@@H]1O[C@@H](O[C@H]2C[C@@H](O)[C@]3(CO)[C@H]4[C@H](O)C[C@]5(C)[C@@H](C6=CC(=O)OC6)CC[C@]5(O)[C@@H]4CC[C@]3(O)C2)[C@H](O)[C@H](O)[C@H]1O	i
Cn1nc(-c2cccs2)cc1[C@H]1CN2CC[C@H]1C[C@@H]2CNC(=O)Nc1cccc(C#N)c1	35%*
CS(=O)(=O)NC[C@H]1C[C@@H]2CCN1C[C@@H]2CN1CCN(c2ccccc2)CC1	i
CN1CCN(C(=O)COc2ccc3c(c2)C(=O)CC2(CCCCC2)O3)CC1	i
C[C@@H]1O[C@@H](O[C@H]2C[C@@H](O)[C@]3(CO)[C@@H]4C(CC[C@]3(O)C2)[C@@]2(O)CC[C@H]([C@@H]3COC(=O)C3)[C@@]2(C)C[C@H]4O)[C@H](O)[C@H](O)[C@H]1O (stereo not given in full)	?
CC12CN3CC(C)(CN(C1)C3c1cccs1)C2=O (stereo not given)	i
Cc1ccc2c(c1)N(C(C)C(=O)N1CCC3(CC1)OCCO3)C(=O)CO2 (stereo not given)	?
C(#CCN1CCOCC1)COc1ccccc1	i
O=C(NC(Cc1ccccc1)C(=O)N1CCC2(CC1)OCCO2)C1CCCCC1 (stereo not given)	i
COC(=O)c1ccc(CNC(=O)CN2C[C@@H]3C[C@H](C2)c2cccc(=O)n2C3)o1	i
COc1ccc(S(=O)(=O)NC[C@H]2C[C@@H]3CCN2C[C@@H]3CN2CCN(c3ccccn3)CC2)cc1	i
c1ccc2nc(N3CCNCC3)ccc2c1	i
COC(=O)c1cccc(NC(=S)NC[C@H]2C[C@@H]3CCN2C[C@@H]3c2cc(-c3ccco3)nn2C)c1	i
CCN1CCN(Cc2cccc(OC)c2O)CC1	i
CC(=O)N1C[C@@H]2C[C@H](C1)c1ccc(NC(=O)C3CCCCC3)c(=O)n1C2	i
CC(C)NC(=O)[C@H]1CN2CCC1C[C@@H]2Cn1cc(CCO)nn1 (stereo not given in full)	?
O=C(NCc1ccc(F)cc1)[C@H]1CN2CCC1C[C@@H]2Cn1cc(COc2ccccc2)nn1 (stereo not given in full)	i
COCCNC(=O)[C@H]1CN2CC[C@H]1C[C@@H]2Cn1cc(C(C)(C)O)nn1	i
CC[C@H]1CN2CC[C@H]1C[C@@H]2[C@@H](O)c1ccnc2ccc(OC)cc12	?
O=[N+]([O-])c1cccc(C(Cl)Cl)c1	?
CCc1ccc(CN2CCN(c3ccccc3F)CC2)cc1	i
CCN(CC)S(=O)(=O)c1ccc2oc(C(=O)N3CCC4(CC3)OCCO4)c(C)c2c1	i
CCc1nc(C)sc1CN1CCC2(CC1)C(=O)N(C)c1ccccc12	?
C=C[C@H]1CN2CC[C@H]1C[C@@H]2CNC(=O)Nc1ccc(Oc2ccccc2)cc1	i
O=C(COc1ccccc1)N1CCN(Cc2c[nH]c3ccccc23)CC1	i
CCN(C)c1ccnc(N2CCC3(CC2)CN(C)CCN3C)n1	i
COc1ccccc1CNC(=O)[C@H]1CN2CCC1C[C@@H]2Cn1cc(C(C)(C)O)nn1 (stereo not given in full)	?
COc1ccc(CN2CCN(c3ccccc3F)CC2)cc1C	i
CN(C)c1ccc(C(=O)NC[C@H]2C[C@@H]3CCN2C[C@@H]3c2cc(C3CCCCC3)nn2C)cc1	?
COC(=O)c1cccc(NC(=S)NC[C@H]2C[C@@H]3CCN2C[C@@H]3c2cc(-c3cccs3)nn2C)c1	i
Cn1nc(-c2ccc(F)cc2)cc1[C@H]1CN2CC[C@H]1C[C@@H]2COC(=O)Nc1cccc(C(F)(F)F)c1	i
Cc1ccccc1CN1CCN(c2cccc(Cl)c2)CC1	i
Cc1nc(N2CCCN3CCC[C@H]3C2)c2cnn(C)c2n1	?
CC1Cc2cc3c(cc2C(c2ccc(N)cc2)=NN1)OCO3 (stereo not given)	?
O=C(O)CCC(=O)N1C[C@@H]2C[C@H](C1)c1c(-c3ccc(OC(F)(F)F)cc3)ccc(=O)n1C2	i
CC(=O)Nc1ccc(-c2ccc(=O)n3c2[C@@H]2C[C@@H](CN(C(=O)c4ccccc4)C2)C3)cc1	i

Bioassay records deposited in PubChem BioAssay by IUPUI and University of Michigan.

These rows are one share of the data, so the mix of outcomes need not match the whole.
